# NPSR antagonist = blocks cAMP signaling of the human neuropeptide S receptor; CHO-NPSR cells, cAMP TR-FRET, antagonist mode; Q6W5P4; AID 1461; hit rate 1% among 220,000; Potency, µM (titrated, usually from 38.3 µM), without a hit: top-dose activity change, negative = inhibition, hits mostly inhibitors; note: % is set by controls: 0 for no effect and ±100 for the full control effect; nearly all actives have a fitted effect of over 50% in size; many of its hits are not listed in these tables
# Target sequence (Q6W5P4 whole entry, looked up): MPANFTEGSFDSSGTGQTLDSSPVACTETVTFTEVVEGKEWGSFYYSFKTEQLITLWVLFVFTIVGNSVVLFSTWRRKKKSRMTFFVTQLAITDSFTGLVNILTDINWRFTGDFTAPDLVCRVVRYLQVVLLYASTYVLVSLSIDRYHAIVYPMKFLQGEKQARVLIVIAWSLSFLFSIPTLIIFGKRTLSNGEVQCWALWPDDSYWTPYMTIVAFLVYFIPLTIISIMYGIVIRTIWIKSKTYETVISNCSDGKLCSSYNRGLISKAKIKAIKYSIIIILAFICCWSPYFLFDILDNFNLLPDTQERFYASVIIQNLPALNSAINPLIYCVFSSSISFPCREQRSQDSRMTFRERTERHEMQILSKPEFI
# RECQ1 helicase = RECQ1 (human) helicase inhibition; P46063; RECQ1 DNA unwinding, red fluorescence kinetic read; Potency, µM (series often up to 57.3 µM), for the others: at the top dose activity, negative = inhibition, hits mostly inhibitors; hit rate 0.54% among 240,000; AID 2549;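 note: plate controls were vehicle for no effect and no enzyme for full effect; nearly all actives have a fitted effect of over 30% in size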
#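 50 nM RECQ1T1 preincubated 15 min with compound in Tris pH 8.0 buffer with MgCl2, DTT, Tween-20 and 2.5 ug/ml poly(dI-dC); started with 200 nM TAMRA/BHQ-2 forked duplex and 2 mM ATP. Unwinding read as fluorescence (525/598 nm), two reads 2 h apart.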
# IMPase Li cell = cell-permeable IMPase inhibitors with lithium potentiation. Potency, µM (series often up to 59.4 µM), for inactives: top-dose activity, negative = IMPase inhibition, hits mostly inhibitors. AID 1457. CHO-M1 cells, IP1 TR-FRET (IP-One), carbachol + lithium. hit rate 0.35% among 210,000;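 note: IP1 builds up when IMPase is blocked and the TR-FRET signal falls; plate controls were basal vehicle for no effect and high inhibitor control for full effect; nearly all actives have a fitted effect of over 50% in size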
#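 CHO cells stably expressing M1 receptor (2000/well) were cultured 16–30 h, then exposed to compounds with a small lithium addition for 30 min at 37C. IP1 was measured by TR-FRET competition; AC50 from Hill fits.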
# GoLoco inh red = inhibitors of human Gai1-RGS12 GoLoco interaction (red fluorophore) | Gai1:RGS12 GoLoco peptide FP, rhodamine, 10 min | Potency, µM (doses to about 61.6 µM), without a hit: at the highest dose activity, negative = inhibition, actives largely listed as inhibitors | hit rate 0.44% among 230,000 | AID 880; active = well fitted inhibition curve with a large enough effect, not every such curve was filed as active; inactive = no such curve, though single readings can be large or run the other way; note: % is set by controls: 0 for no effect and ±100 for the full control effect; nearly all actives have a fitted effect of over 30% in size; many of its hits are not listed in these tables
# KinaseGlo FLuc = Kinase-Glo luciferase inhibition (counter-screen); Q27757; Kinase-Glo luciferase, ATP luminescence, 8 min; Potency, µM (titrated, usually from 38.3 µM), without a hit: top-dose activity change, negative = inhibition, hits mostly inhibitors; hit rate 0.28% among 200,000; AID 1379; note: % is set by controls: 0 for no effect and ±100 for the full control effect; nearly all actives have a fitted effect of over 60% in size
#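 Compounds were added to a substrate mix at pH 7.2 (50 mM imidazole, 10 uM ATP, within the enzyme's linear range), followed by Kinase-Glo detection reagent; luminescence was measured after 8 minutes at ambient temperature.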
# Epigenetic reg = epigenetic control regulation, reporter derepression | AID 1865 | murine LDR cells, GFP reporter derepression, 30 h | Potency, µM (top dose mostly 53.9 µM), without a hit: at the top dose GFP activation, hits mostly activators | hit rate 0.2% among 280,000; note: % of control where 0% means no effect; nearly all actives have a fitted effect of over 60% in size
#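 Reporter derepression read as number of fluorescent GFP-positive objects, 20-120 um in size, counted by laser-scanning cytometer. Mouse LDR line with an epigenetically silenced CMV-GFP locus; compound incubation 30 h, 37 C.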
# KDM4E inh = JMJD2E (human) inhibition. hit rate 1.6% among 230,000. Potency, µM (series often up to 57.1 µM), for the others: top-dose activity change, negative = inhibition, usual class: inhibitors. B2RXH2. JMJD2E catalytic domain, FDH-coupled NADH fluorescence (FDH is formaldehyde dehydrogenase); active = well fitted inhibition curve with a large enough effect, not every such curve was filed as active; inconclusive = small, poorly fitted or top-dose-only effect, or another doubt; inactive = no such curve, though single readings can be large or run the other way;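 note: 0% = wells with enzyme and -100% = buffer wells without enzyme; nearly all actives have a fitted effect of over 50% in size; many of its hits are not listed in these tables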
# Target sequence (B2RXH2 1-337 limits assumed): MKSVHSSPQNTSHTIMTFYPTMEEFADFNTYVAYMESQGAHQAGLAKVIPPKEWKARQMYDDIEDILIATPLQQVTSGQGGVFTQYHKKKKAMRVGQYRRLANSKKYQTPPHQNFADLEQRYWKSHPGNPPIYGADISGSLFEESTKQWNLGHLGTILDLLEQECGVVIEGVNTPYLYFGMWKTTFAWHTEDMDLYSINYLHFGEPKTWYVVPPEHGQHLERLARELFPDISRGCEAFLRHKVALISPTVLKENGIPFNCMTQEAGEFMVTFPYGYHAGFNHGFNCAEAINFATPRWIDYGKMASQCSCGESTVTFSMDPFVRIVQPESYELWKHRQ
# SMN2 splice up = SMN2 splice variant enhancement | HEK293 SMN2-luciferase splicing reporter, luminescence, 30-36 h | Potency, µM (series often up to 46.1 µM), without a hit: top-dose activity change, positive = activation, usual class: activators | hit rate 2.8% among 210,000 | AID 1458; note: % of control where 0% means no effect; nearly all actives have a fitted effect of over 55% in size
#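 qHTS luciferase splicing reporter: luminescence rises when SMN2 exon 7 is included in transfected HEK293 cells. Compound exposure lasted 30-36 h at 37C, with 4.5 mM final sodium butyrate as control, followed by a ONE-Glo read.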
# * = called active by the depositor; i = inactive; ? = inconclusive; . = not tested or not shown; [ ] = another dose, or the depositor's remark. Unless noted, calls come from the whole dose curve; as a rule, active = well fitted curve in the direction sought with a large enough effect; inconclusive = small, poorly fitted or top-dose-only effect, or another doubt; inactive = no such curve, though single readings can be large; an effect the other way counts as inactive or inconclusive. Potency is the fitted concentration of half-maximal effect. An excerpt; the hit share may differ from the screen's.
SMILES,NPSR antagonist,RECQ1 helicase,IMPase Li cell,GoLoco inh red,KinaseGlo FLuc,Epigenetic reg,KDM4E inh,SMN2 splice up
Cc1cc(C)nc(SCC2COc3ccccc3O2)n1 (stereo not given),-10%[46.1 µM],i,-15%[38.3 µM],8%,0%,0.9%,2%,-11%
O=C(CNC(=O)c1cccs1)OCC(=O)c1ccc(Cl)cc1,35%,1%,-6%,10%,2%,-1.0%,7%,.
CCNC(=S)N/N=C/c1sccc1C,-23%,-2%,8%,2%,1%,10%,-4%,1%
CC(C)(CNCC(O)c1ccccc1)N1CCOCC1 (stereo not given),-5%[46.1 µM],-2%,5%[38.3 µM],-3%,0%,-2.8%,-4%,11%
COc1cc(C(=S)N2CCOCC2)ccc1OC(=O)/C=C/c1ccco1,20%,-4%,-5%,13%,-1%,-3.4%,-13%,-5%
CCCCOc1ccc(-c2nc(/C=N/c3nccs3)c(O)o2)cc1,14%[46.1 µM],-4%,-3%,79%[activator],1%,1.0%,-7%,4%
COc1cc(C(c2sc3ncnn3c2O)N2CCN(c3ccccc3F)CC2)cc(OC)c1OC (stereo not given),-5%[46.1 µM],-7%,-6%[38.3 µM],-5%,0%,-5.6%,-17%,-2%
COC(=O)CC(c1ccc(C#N)cc1)n1c(C)ccc1C (stereo not given),10%,-11%,8%,6%,3%,4.5%,-15%,.
CCOC(=O)N1CCN(C(=O)COc2ccc(S(=O)(=O)NCc3ccccc3)cc2)CC1,-3%[46.1 µM],-1%,-10%[38.3 µM],11%,-1%,1.0%,-4%,-23%
CC(C)OC(=O)CSc1nnc(C2CCCCC2)n1N,?,0%,.,-9%,.,-2.4%,0%,.
Cc1nc(NCCN2CCOCC2)c2nnn(Cc3c(F)cccc3Cl)c2n1,-30%[46.1 µM],-7%,?,2%,6%,7.9%,-6%,-27%
Cc1ccc(C(=O)N2CCCC(c3nc4c(nnn4Cc4ccccc4)c(=O)[nH]3)C2)cc1 (stereo not given),-14%[46.1 µM],0%,19%[38.3 µM],-5%,-1%,0.0%,6%,6%
CCOc1ccc(-c2nc(CSCC(=O)NCCN3CCOCC3)c(C)o2)cc1,-2%[46.1 µM],2%,17%[38.3 µM],-11%,-1%,0.0%,?,-24%
CSc1cccc(-n2cc(-c3ccc4c(c3)OCO4)[nH]c2=O)c1,-5%[46.1 µM],-22%,6%[38.3 µM],8%,0%,0.0%,?,?
O/N=C1\CCc2cc(Cl)ccc21,22%[7.67 µM],-2%,-10%[38.3 µM],7%,-2%,-2.4%,0%,-5%
NC(=O)COC(=O)c1sc2cc(F)ccc2c1Cl,0%,-3%,-5%,-11%,-1%,0.0%,-10%,-4%
C=CCN1C(=O)CS/C1=C(\C#N)S(=O)(=O)c1ccc(C)cc1,-14%[46.1 µM],20µM*,12%[38.3 µM],185%[activator],3%,1.2%,2%,26%
O=C(NNC(=O)C1CCN(S(=O)(=O)c2ccc(Cl)cc2)CC1)c1ccccc1,10%,2%,7%,-3%,5%,-1.0%,3%,-6%
O=C(Nc1ccccc1)N1CCC2(CC1)CCN(C(=O)c1csnn1)CC2,.,-5%,11%,1%,-1%,.,.,-8%
O=C1CCCc2nn(-c3ccccc3)c(-c3ccncc3)c21,0%[46.1 µM],-1%,.,.,.,-2.7%,-1%,.
COc1ccc(C(=O)NCCCn2ccnc2)cc1,20%[46.1 µM],-4%,15%[38.3 µM],0%,5%,-7.2%,2%,14%
Cc1cc(NC(=O)CSc2nnc(-c3ccccc3)o2)no1,7%,i,-3%,3%,-1%,?,-8%,19%
O=C(Cn1ncc(Cl)c(Cl)c1=O)N1CCOCC1,-6%,-2%,0%,0%,0%,-0.4%,8%,-2%
Cc1ccccc1OCCCC(=O)Nc1ccc(N2CCOCC2)cc1,-17%[46.1 µM],i,7%[38.3 µM],-3%,-1%,-0.8%,-6%,-9%
O=C(CSc1ncccn1)N1CCCc2ccccc21,-1%,-1%,2%,-8%,11%,0.2%,13%,0%
CC(C)(C)n1ncc2c(=O)n(CC(=O)N3CCCC3)cnc21,15%,1%,6%,4%,5%,0.9%,6%,9%
COC(=O)c1ccc(=O)c2nc3/c(=C/O)c(O)cc(=O)c3[nH]c12,8%,?,.,3%,.,-1.7%,8.9µM*,.
CCOC(=O)c1cc(-c2ccccc2)sc1NC(=O)C(C)C,0%,12%,9%,-10%,2%,2.0%,2%,-10%
CC(C)c1nnc(SCC(=O)NC(C)(C)C)n1C,-10%,i,-1%,-21%,4%,-0.7%,-4%,.
Nc1nnc(SCCCC(=O)c2ccccc2)s1,22%,-9%,2%,9%,1%,-1.0%,3%,8%
CCN(CC)C(=O)c1sc(NC(=O)c2ccc(OC)c([N+](=O)[O-])c2)c(C#N)c1C,0%,0%,8%,7%,1%,-1.0%,-3%,-19%
Cc1ccc(C(=O)NC(=S)Nc2cccc3nsnc23)cc1,-7%[46.1 µM],-8%,-11%[38.3 µM],1%,-4%,4.7%,22%,-5%
COc1ccc(NC(=O)CCl)cn1,-7%,4%,.,-57%,.,8.2%,?,.
Cc1nn(C)cc1S(=O)(=O)Nc1ccc2c(c1)OCCO2,10%,i,7%,19%,3%,-1.9%[10.1 µM],-7%,-23%
Cc1cc(C2=NNC(=NC3CC3)SC2)c(C)n1-c1c(C)n(C)n(-c2ccccc2)c1=O,1%,-17%,17%,1%,2%,-1.0%,-9%,-4%
COC(=O)C1=C(C(=O)OC)[C@@H]2N(Cc3ccccc3)c3ccccc3[C@@]23C[C@@H](C(=O)OC)N(S(=O)(=O)c2ccc(C#N)cc2)C3=N1,.,5%[11.5 µM],5%,2%[14.2 µM],-9%[7.66 µM],.,-9%[11.4 µM],1%[9.22 µM]
O=C(CCN1C(=O)c2ccccc2C1=O)N1CCC(c2ccccc2)C1 (stereo not given),-11%[46.1 µM],i,6%[38.3 µM],4%,1%,1.2%,3%,35%
O=C(OCC(CO)OC(CO)n1ccc(=O)[nH]c1=O)c1ccccc1 (stereo not given),-3%[46.1 µM],i,-24%[38.3 µM],-5%,-7%,0.0%,2%,-5%
O=C(CSc1nc2cc(Cl)ccc2o1)c1cccs1,-21%[46.1 µM],-10%,4%[38.3 µM],8%,-5%,-1.7%,1%,3%
CCc1c(C)sc(NC(=O)c2cccs2)c1C#N,9%,9%,0%,43%[activator],-3%,3.8%,?,11µM*
O=C(NC(=O)N1CCCc2ccccc21)c1ccccc1,10%,?,-3%,6%,2%,1.1%,-7%,3%
Cc1cc(NC(=O)CSc2nc3c(c(=O)n2-c2ccc(Br)cc2)SCC3)no1,-27%,-3%,15%,5%,4%,?,-22%,1%
CCCCC(CC)CNC(=O)C1CCCN(S(=O)(=O)c2cnc[nH]2)C1 (stereo not given),7%[46.1 µM],-8%,9%[38.3 µM],2%,-3%,0.0%,-2%,6%
COc1ccc(NC(=O)CN(c2ccc(C(C)C)cc2)S(=O)(=O)c2c(C)noc2C)cc1OC,11%,8%,4%,11%,0%,1.0%,-1%,-15%
Cc1nc2sccn2c(=O)c1Br,21%,i,-8%,-1%,0%,-1.0%,-5%,14%
COc1cc2oc(-c3ccc(O)cc3)cc(=O)c2c(OC)c1O,16%,4%,.,21%,.,-2.9%,?,.

# Screening data: PubChem, National Center for Advancing Translational Sciences (NCATS)
